ERb SRC1 inh: ER-beta (human) coactivator binding inhibition; TR-FRET ER-beta LBD / SRC1-Cy5 peptide binding; receptor agonist-loaded with 1 µM estradiol; inhibition, % at 25.6 µM; 86,000 tested, 1.3% active; AID 633;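 active = compounds whose percent inhibition of the receptor-coactivator binding signal exceeds about 50% in the single-dose screen, limit read from the data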;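 note: 0% = receptor plus peptide wells without compound and 100% = peptide-only wells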
Target sequence (Q92731 whole entry, looked up, the tested form may be a part): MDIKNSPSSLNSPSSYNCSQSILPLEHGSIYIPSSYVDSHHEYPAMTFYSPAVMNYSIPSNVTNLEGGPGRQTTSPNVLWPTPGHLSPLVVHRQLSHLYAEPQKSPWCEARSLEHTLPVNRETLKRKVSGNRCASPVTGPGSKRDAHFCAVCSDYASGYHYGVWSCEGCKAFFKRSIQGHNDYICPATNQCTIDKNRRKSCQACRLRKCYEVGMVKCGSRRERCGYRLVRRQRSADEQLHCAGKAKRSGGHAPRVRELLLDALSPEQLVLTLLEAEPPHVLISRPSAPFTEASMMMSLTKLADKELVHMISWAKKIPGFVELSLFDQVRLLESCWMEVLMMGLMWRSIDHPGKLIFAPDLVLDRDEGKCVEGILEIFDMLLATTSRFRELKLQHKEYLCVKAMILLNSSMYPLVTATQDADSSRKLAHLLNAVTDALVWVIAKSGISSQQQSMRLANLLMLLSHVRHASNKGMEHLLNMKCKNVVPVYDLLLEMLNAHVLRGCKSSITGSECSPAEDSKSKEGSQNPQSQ
ERa coact inh: blocks coactivator binding to human estrogen receptor alpha; P03372; TR-FRET ER-alpha LBD / SRC-1 peptide, estradiol-bound; inhibition, % at 25.6 µM; 86,000 tested, 1.7% active; in the data active = inhibition above about 50%;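 note: 0% = receptor plus peptide control and 100% = peptide only without receptor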
sEH activator: increases human soluble epoxide hydrolase activity. P34913. purified human sEH enzymatic activity, activator screen. activation, % at 2 µM. 91,000 tested, 0.04% active; in the data active = activation above about 37%; note: values of inactives mirror those of a sister screen read the other way
HUVEC inhibit: human endothelial cell proliferation inhibition; 86,000 tested, 1.1% active; HUVEC proliferation, CellTiter-Glo luminescence, 72 h; active compounds read low; viability, % at 10 µM (by protocol);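 active = viability at or below 30%; inactive = viability above 30%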;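 note: 100% = median luminescence of DMSO-only cell control wells on each plate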
H69AR inhibit: growth inhibitors of human H69AR lung tumor cells | 85,000 tested, 6% active | AID 598 | H69AR lung tumor viability, ATP luminescence, 72 h; active compounds read low | viability, % at 10 µM;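 active = viability at or below 40%; inactive = viability above 40%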;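 note: multidrug resistant small cell line overexpressing MRP-1 efflux transporter; 100% = mean luminescence of untreated control wells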
Lung fibro prol: blocks proliferation of human lung fibroblasts; LL 47 human lung fibroblast viability, ATP luminescence; active compounds read low; viability, % at 10 µM; 85,000 tested, 1.1% active; AID 719;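 active = viability at or below 50% in the single dose screen; inactive = viability above 50%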;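 note: compound exposure lasted 72 h before the ATP readout; 100% = median luminescence of untreated cell-only wells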
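test system = LL 47 human lung fibroblasts | amount = 1,150 fibroblasts seeded per well | medium = 15% FBS in IMEM | times = overnight cell rest, 72 h compound treatment at 37 °C | measured by = CellTiter-Glo luminescence measuring cellular ATP | read-out = viability percentage against median untreated-cell control | benchmarks = cell-only wells, no compound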
Candida biofilm: kills Candida albicans biofilms; C. albicans biofilm + clotrimazole, Alamar Blue; inhibition, % at 6 µM; 85,000 tested, 0.14% active; AID 834;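 active = inhibition above 20%; inactive = inhibition below 20%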;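 note: preformed 24 hr biofilms exposed to compound for 48 hr; 0% = biofilm without compound and 100% = blank killed by clotrimazole plus chlorhexidine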
ERa coact pot: enhances coactivator binding to human estrogen receptor alpha; P03372; TR-FRET ERalpha-LBD/SRC-Cy5 coactivator binding, 2 h; 100 = basal binding, no effect; coactivator binding (% of control), % at 25.6 µM; 86,000 tested, 1.3% active; AID 639; in the data active = activity above about 200%;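 note: binding measured in presence of low estradiol as agonist stimulus; 0% = peptide alone without receptor and 100% = receptor with peptide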
Smad3 inh: blocks human Smad3 binding to FoxH1 peptide; TR-FRET Smad3/Dy647-FoxH1 peptide binding, europium anti-His; inhibition, % at 25 µM; 88,000 tested, 0.29% active; AID 630;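 active = compounds that reduce the energy-transfer binding signal between the protein and its labelled peptide by more than half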;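 note: 0% = Smad3 plus labelled peptide maximal FRET and 100% = peptide-only background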
Target sequence (P84022 whole entry, looked up): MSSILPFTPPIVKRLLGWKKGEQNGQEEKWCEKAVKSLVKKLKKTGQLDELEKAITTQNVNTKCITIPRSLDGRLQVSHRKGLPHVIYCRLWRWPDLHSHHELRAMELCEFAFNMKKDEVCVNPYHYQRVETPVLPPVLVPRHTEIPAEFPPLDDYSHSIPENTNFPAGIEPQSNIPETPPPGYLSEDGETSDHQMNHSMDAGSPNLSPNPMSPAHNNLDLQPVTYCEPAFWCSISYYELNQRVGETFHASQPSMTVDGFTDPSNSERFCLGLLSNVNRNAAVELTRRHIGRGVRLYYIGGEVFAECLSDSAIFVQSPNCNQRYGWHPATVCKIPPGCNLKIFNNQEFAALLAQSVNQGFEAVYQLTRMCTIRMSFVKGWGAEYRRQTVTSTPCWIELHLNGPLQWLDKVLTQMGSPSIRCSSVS
Starred values were filed as active, the others as inactive; / = not tested or not shown; & = joins results of further samples; [ ] = another dose, or the depositor's remark. Not all compounds are listed. The share of hits here may be higher or lower than overall.

SMILES	ERb SRC1 inh	ERa coact inh	sEH activator	HUVEC inhibit	H69AR inhibit	Lung fibro prol	Candida biofilm	ERa coact pot	Smad3 inh
C=CCn1c(SCC(=O)NCC2CCCO2)nnc1C1CCCCC1 (stereo not drawn)	-8	3	-1	107	106	101	3	115	-8
O=C(COc1nncc2ccccc12)NCCC1=CCCCC1	-4	-8	-7	105	92	102	1	127	3
CC(=O)Oc1ccc2ccccc2c1C(NC(=O)C(C)C)c1cccc([N+](=O)[O-])c1 (stereo not drawn)	-1	-5	-4	71	91	85	2	103	7
CCC(C)(C)C1CCc2c(sc(NC(=O)c3cccs3)c2C(N)=O)C1 (stereo not drawn)	-12	16	4	93	81	88	5	115	-6
CCOn1c(=O)c(=O)n(OCc2ccccc2)c2ccccc21	-4	2	12	98	83	101	7	87[fluorescence artefact?]	-1
COC(=O)c1ccc(CSc2nc(C)nc3sc(C)c(C)c23)o1	43	55*	1	103	42	96	11	119[fluorescence artefact?]	-1
CC1=C(C(=O)OC(C)C)C(c2cccs2)N2C(=O)CCSC2=N1 (stereo not drawn)	-22	-29	10	104	90	98	1	103	0[fluorescence artefact?]
COc1ccc(Cn2cc3c(-c4ccc(F)cc4)nnc-3c3cc(OC)c(OC)cc32)cc1	34[fluorescence artefact?]	49	3	2.3*	1.3*	2.2*	2	262*[fluorescence artefact?]	8
Cc1ccc(C(c2sc3ncnn3c2O)N2CCC(C)CC2)cc1 (stereo not drawn)	-7[fluorescence artefact?]	11	/	115	108	99	0	106	-16
CCC(=O)Nc1nc2c(OC)ccc(C)c2s1	-2[fluorescence artefact?]	5[fluorescence artefact?]	/	99	80	100	-8	119	-10
Cc1cc(C(=O)CN2C(=O)NC3(CCCCC3)C2=O)c(C)n1Cc1ccc2c(c1)OCO2	-1[fluorescence artefact?]	-6[fluorescence artefact?]	-17	82	97	80	5	94[fluorescence artefact?]	-10
COC(=O)C(Cc1c[nH]c2ccccc12)NC(C)=O (stereo not drawn)	-6	-2	18	100	93	112	5	106	7
COc1ccc(OCC(O)CN2C(=O)NC(C)(C)C2=O)cc1 (stereo not drawn)	4[fluorescence artefact?]	1	/	105	98	102	0	116	-14
Cc1ccnc(Nc2nc(-c3c(C)nc4sccn34)cs2)c1	-3	41	-10	65	64	94	-5	90	-4
O=C(CSc1nc2ccccc2s1)Nc1nccs1	-16	-6	15	97	97	91	5	117	-6
Cc1ccc(OCC(=O)Nc2ccc(N3CCCC3)cc2)cc1C	82*[fluorescence artefact?]	99*[fluorescence artefact?]	0	93	93	110	4	-2[fluorescence artefact?]	11
CCCOc1cccc(C(=O)Nc2cccc(NC(=O)c3ccco3)c2)c1	-4	-6	-12	77	72	100	2	84	-6
Cc1cc(C)n(C(=O)CNC(=O)c2ccco2)n1	18	-10	-1	97	91	96	4	137	-5
Cc1cccc(N2CCN(S(=O)(=O)c3c(C)[nH]c(=O)[nH]c3=O)CC2)c1C	-5	2	-12	78	100	95	4	105	14
C=CCn1c(SCC(=O)Nc2c(C)cccc2C)nnc1-c1cnccn1	-8[fluorescence artefact?]	-1	3	102	92	91	6	112	16
CCCNC(=O)COC(=O)c1ccc(S(=O)(=O)N2CCCCCC2)cc1	3[fluorescence artefact?]	-2[fluorescence artefact?]	-14	101	101	92	4	115	14[fluorescence artefact?]
Cc1cc(C(=O)CSc2n[nH]c(-c3ccccc3F)n2)c(C)n1Cc1cccs1	1	-2	4	85	103	98	6	115	7
COc1ccc2nc(C)cc(SCC(=O)O)c2c1	-4&-4	-7&-7	12&9	81&101	102&90	100&102	6&4	103&95	7&-2
COC(=O)Cc1c(C)nc2nc(NCc3ccccc3OC)[nH]n2c1=O	-7	-6	14	88	85	96	7	93	-5
CSc1nc(C)cc(C)c1C(N)=O	-8	-16	1	92	87	102	7	110[fluorescence artefact?]	3

The list goes on; the last four above are carried over.
SMILES	ERb SRC1 inh	ERa coact inh	sEH activator	HUVEC inhibit	H69AR inhibit	Lung fibro prol	Candida biofilm	ERa coact pot	Smad3 inh
Cc1cc(C(=O)CSc2n[nH]c(-c3ccccc3F)n2)c(C)n1Cc1cccs1	1	-2	4	85	103	98	6	115	7
COc1ccc2nc(C)cc(SCC(=O)O)c2c1	-4&-4	-7&-7	12&9	81&101	102&90	100&102	6&4	103&95	7&-2
COC(=O)Cc1c(C)nc2nc(NCc3ccccc3OC)[nH]n2c1=O	-7	-6	14	88	85	96	7	93	-5
CSc1nc(C)cc(C)c1C(N)=O	-8	-16	1	92	87	102	7	110[fluorescence artefact?]	3
CC(C)(C)c1cnnn1-c1ccc(NC(=O)c2ccc3c(c2)OCO3)cc1	1[fluorescence artefact?]	0	-93	100	74	106	-1	104	-10
Cc1c(C(=O)O)sc(=S)n1-c1ccccc1	-6	0	7	100	107	97	5	115	1
COc1ccc(N2C(=O)CC(N3CCC(O)(c4ccc(Cl)cc4)CC3)C2=O)cc1 (stereo not drawn)	-9	-13	20	96	95	96	-3	111[fluorescence artefact?]	-1
CCOC(=O)c1[nH]c(C)c(C(=O)OCC(=O)N2c3ccccc3CC2C)c1C (stereo not drawn)	-4[fluorescence artefact?]	5[fluorescence artefact?]	/	92	87	103	-1	105[fluorescence artefact?]	4
c1ccc(-c2noc(-c3cccc4ccccc34)n2)cc1	-3	-6	/	92	82	81	2	117	4
Cc1cnn(C(=S)NCCc2ccccc2)c1	-8	-16	13	94	102	93	8	106	1
O=C(CCSc1ccccc1)N1CCN(C(=O)c2ccco2)CC1	-27	-19[fluorescence artefact?]	-5	90	92	98	4	106	11
COc1ccc(CC/C(=N\O)C2(O)CCCCC2)cc1	-2[fluorescence artefact?]	-6	11	100	103	96	8	117	12[fluorescence artefact?]
O=C(Cn1[nH]c(=O)c2ccccc2c1=O)OCC(=O)N1CCc2ccccc2C1	-1	-3	3	83	82	105	6	124	-1
COc1cc(SC)ccc1C(=O)Nc1ccccc1	-1	1	-9	70	44	91	-1	103	7
Cc1onc(-c2ccccc2)c1C(=O)N1CCN(C)CC1	-5	-7	4	95	85	97	7	110[fluorescence artefact?]	-14
COC(=O)CCS(=O)(=O)c1ccc(Cl)cc1	1	-11	12	96	96	102	4	108	-3
COCCNC(=O)c1ccccc1NC(=O)CN(c1ccc2c(c1)OCO2)S(C)(=O)=O	-5	-5	/	88	108	93	8	88	8
O=C(NCCN1CCOCC1)c1ccccc1-c1ccccc1	-2	-4	-5	85	93	86	11	104	2
CCc1sc(NS(C)(=O)=O)nc1-c1ccccc1	-12	-7	3	98	92	101	0	102	-13
COC(=O)c1c[nH]n2c(=O)cc(C)nc12	5[fluorescence artefact?]	-7[fluorescence artefact?]	-1	104	87	103	2	93[fluorescence artefact?]	-11
Cc1ccc(CN2C(=O)CCC2C(=O)NCCN2CCOCC2)cc1 (stereo not drawn)	3[fluorescence artefact?]	4[fluorescence artefact?]	0	93	106	103	3	114[fluorescence artefact?]	3
CCOc1ccc2nc(-c3ccccc3)[nH]c2c1	4	9	-3	58	24*	54	6	103	6
O=C(Nc1ccccc1)NC1(C(=O)NCc2ccc3c(c2)OCO3)CCCCC1	0	0	-9	93	104	101	1	114	2
CCOc1ccccc1NC(=O)CSCC(=O)Nc1ccccc1	13	10	2	83	78	93	4	87[fluorescence artefact?]	1
Cc1cc(NC(=O)c2cnn3c(C(F)F)cc(C4CC4)nc23)no1	-5	-25	8	88	60	97	-1	115	-7
CCOc1ccccc1-n1c(CNc2ccc(F)cc2)nnc1SCC(=O)NCc1ccco1	-4	-8	-6	86	94	94	6	120	2
COc1cc(-c2nnc(-c3ccncc3)o2)ccc1OCc1ccccc1	5[fluorescence artefact?]	17[fluorescence artefact?]	-9	76	55	91	-2	112	4
Cc1nc2cc(C(=O)O)ccc2n1C1CCCCC1	-25[fluorescence artefact?]	-28	21	95	89	94	7	116	9
O=C(CNS(=O)(=O)c1ccc(F)cc1)N1CCN(c2ccc(F)cc2)CC1	-25[fluorescence artefact?]	-19	8	103	100	98	9	111	2

Additional records follow.
SMILES	ERb SRC1 inh	ERa coact inh	sEH activator	HUVEC inhibit	H69AR inhibit	Lung fibro prol	Candida biofilm	ERa coact pot	Smad3 inh
COc1cc(C2c3c(oc4c(C)cc(C)cc4c3=O)C(=O)N2Cc2cccnc2)ccc1O (stereo not drawn)	-6	12	-3	94	60	92	-1	100	8
CCC(c1nnnn1Cc1ccccc1)N1CCN(C(=O)c2ccco2)CC1 (stereo not drawn)	-6	-10	24	104	90	99	-1	107	-8
Cc1ccsc1C(=O)N1CC(=O)Nc2ccccc21	-11	-7	/	89	30*	93	9	115	9
CC(=O)Nc1ccc(N(C(=O)c2cnccn2)C(C(=O)NC2CCCCC2)c2ccc(O)cc2)cc1 (stereo not drawn)	8	-1	-11	96	85	95	3	110	2
Cc1noc(C)c1S(=O)(=O)Nc1ccc(C(=O)N2CCN(c3cccc(Cl)c3)CC2)cc1	10[fluorescence artefact?]	4[fluorescence artefact?]	0	78	44	88	0	114	4
Cc1ccc(Oc2ccccc2)c(NC=O)c1	0[fluorescence artefact?]	-7	-12	98	96	94	/	110	-23
O=C(Nc1ccccc1)c1cc(-n2cnnc2)ccc1Cl	-3	-5	-8	109	87	99	10	114	5
Cc1ccc(C(=O)C2C(=O)c3ccccc3C2=O)cc1	-1	-5	8	91	85	96	3	107	-3
Cc1c(S(=O)(=O)N2CCN(C(c3ccccc3)c3ccccc3)CC2)c(=O)n(C)c(=O)n1C	-3	-7	11	89	87	89	8	108	0
CCCOC(=O)CSC1=C(C#N)C(c2ccc3c(c2)OCO3)CC(=O)N1 (stereo not drawn)	2	11	/	69	23*	93	-1	112	-2
O=C(Nc1ccc2c(c1)OCCO2)C1CCCN(S(=O)(=O)Cc2ccccc2)C1 (stereo not drawn)	23[fluorescence artefact?]	11	13	96	91	101	3	80[fluorescence artefact?]	-17
Cc1ccsc1C(=O)OCC(=O)N1CCOCC1	-7	-7	/	106	87	92	1	95	10
COc1ccc(-n2nnc3c(=O)n(CC(=O)N4CCCCC4)cnc32)cc1	-2	-1	/	97	88	97	12	98	-7
Cc1ccccc1Nc1nc(N)nc(COC(=O)c2cccn2C)n1	2	-8	0	89	102	92	5	111	4
O=C(NCc1ccco1)C(C(=O)c1ccccc1)n1ccccc1=O (stereo not drawn)	-4	-11	/	98	93	106	7	117	4
Cc1cc(C)c2nc(SCC(=O)N3CC(=O)Nc4ccccc43)c(C#N)cc2c1	33	28[fluorescence artefact?]	-1	43	24*	63	10	461*[fluorescence artefact?]	6[fluorescence artefact?]
CCn1c(SCC(=O)Nc2cc(C)on2)nnc1-c1cccnc1	11	-6	8	96	94	104	7	122	5[fluorescence artefact?]
Cc1ccc(N=C(NOCc2ccc(Cl)cc2Cl)c2nonc2N)c(C)c1	0	15	2	92	66	83	6	94	10
CC/C(=N\O)c1ccc(O)c(OC)c1	6	3	/	97	89	97	0	125	2
CC1CCCC(NC(=O)Cn2cc3c(n2)CCCCC3)C1C (stereo not drawn)	-5	-5	-76	105	97	97	0	104	2
CC(=O)Nc1ccc(S(=O)(=O)N2CCN(CCCOc3cc(C)ccc3C)CC2)cc1	-14	-18	-33	82	79	85	2	105	-3
CCOc1cc2[nH]c(=S)n(C(C)C)c(=O)c2cc1OCC	-6	-2	-4	81	68	91	8	104	-5
COCCN1C(=O)c2ccccc2C(C(=O)NCC2CCCO2)C1c1c[nH]c2ccccc12 (stereo not drawn)	-2	-5	-9	103	90	97	7	109	-4
O=S(=O)(c1cc(Cl)ccc1Br)N1CCOCC1	-3[fluorescence artefact?]	2[fluorescence artefact?]	-3	98	95	98	-2	113	10

High-throughput results from PubChem.
